RMI-FANCM inh: RMI-FANCM interaction inhibition | 0.58% of 70,000 active | AID 1159607 | Fluorescence polarization, RMI core complex with F-MM2 peptide; active compounds read low | FP signal (polarization) at 33 µM; in the data active means FP signal below about 40; further: inactives centre near 61; strong numbers were not always called active; unit not given here
The depositor's hits bear a star; & = joins results of further samples. An excerpt; count on the stated rates, not on these rows.

nr	SMILES	RMI-FANCM inh
1	Cc1csc(NC(=O)CCn2cnc3c(cnn3C(C)(C)C)c2=O)n1	63
2	C/C(=N\NC(=O)c1ccccc1)C(=O)O	52
3	CCCCS(=O)(=O)N1CCC(c2nnc(C3CC3)s2)CC1	60
4	O=C(Cc1cccs1)Nc1nc2ccc(Cl)cc2s1	78
5	COc1ccc(S(=O)(=O)NCCCn2nc(-c3ccc(F)cc3)ccc2=O)cc1F	66
6	Cc1sc(N=Cc2ccccc2Cl)c(C#N)c1C	62
7	CN(C)C(=O)/C=C/c1ccccc1	50
8	O=S(=O)(NCCOc1ccccc1)c1ccccc1C(F)(F)F	61
9	O=C(CSc1nc(CC(=O)N2CCN(c3ncccn3)CC2)cs1)c1ccccc1	63
10	COCCn1cc(NC(=O)N2CCN(C(C)=O)CC2)c2ccccc21	50
11	Cc1nnc(NC(=O)Cc2c(C)nc(SCc3ccccc3F)[nH]c2=O)s1	61
12	O=C(/C=C/c1ccccc1)c1c(O)cc(O)cc1O	66
13	O=C(CSc1ncnc2sc3c(c12)CCCC3)NC12CC3CC(CC(C3)C1)C2	87
14	Cn1c(=O)c2c(nc3n2CC(c2ccc(Cl)cc2)=NN3CC(=O)OCc2ccccc2)n(C)c1=O	53
15	Cc1ccccc1N1CCN(S(=O)(=O)C[C@]23CCC(CC2NC(=O)[C@@H](N)CCS(C)(=O)=O)C3(C)C)CC1 (some centres not stated)	57
16	O=C(Cc1ccc(F)cc1)N(Cc1cccnc1)c1nc2c(F)cccc2s1	87
17	Cn1ncc2c(=O)[nH]cnc21	53
18	[O-]/[N+](=C\c1ccc(F)cc1)c1ccc(Cl)cc1	57
19	COCCN1CCCc2ccc(NS(=O)(=O)c3ccccc3Cl)cc21	62
20	Nc1c(C(=O)N2CCOCC2)sc(=S)n1-c1ccc(F)c(Cl)c1	64
21	O=c1c2nc(N3CCCC3)sc2c(-c2ccco2)nn1Cc1ccccc1F	72
22	CC[C@H](CCC(C)[C@H]1CCC2C3CCC4C[C@@H](O)CC[C@]4(C)C3CC[C@@]21C)C(C)C (some centres not stated)	58
23	O=C(NCc1ccccc1)c1ccc2nonc2c1	51
24	Cc1onc2c(=O)n(-c3ccccc3)nc(-c3ccccc3)c12	62
25	O=C(NC1CCCC1)c1cc2ccccc2o1	63
26	COc1ccc2nc(-c3ccc(Cl)c(NC(=O)C4CCCC4)c3)cn2n1	129
27	Cc1cn2c3c(=O)n(CC(=O)c4ccc(F)cc4)c(=O)n(C)c3nc2n1CC1CCCO1 (configuration not stated)	54
28	Cc1ccc(C(=O)Nc2c(C)nc3sccn3c2=O)cc1C	64
29	Clc1ccc(-c2ccc(SCc3cccnc3)nn2)cc1	55
30	CCOC(=O)c1cc([N+](=O)[O-])sc1NC(=O)c1c(-c2ccccc2Cl)noc1C	109
31	O=C(Nc1nccs1)c1ccc(-c2cccc([N+](=O)[O-])c2)o1	60
32	COc1cccc(S(=O)(=O)Nc2ccc(C(=O)Nc3ccc(F)cc3)cc2)c1	71
33	COc1ccc(C(=O)NNC2=NCCCCC2)cc1	62
34	COCCn1c(C)cc(O)c(C(c2ccccc2OC)N2CCN(c3ccc(F)cc3)CC2)c1=O (configuration not stated)	56
35	Cc1nnc(C2CCCN(S(=O)(=O)c3ccc(C)c(C)c3)C2)s1 (configuration not stated)	62
36	O=C(/C=C(\C(=O)c1ccccc1)c1ccccc1)c1ccc2c(c1)OCCO2	57
37	O=C(CC(=O)c1ccccn1)c1ccccn1	48
38	Cc1cccc(CC(=O)NCC(c2ccc3c(c2)CCN3C)N2CCCC2)c1 (configuration not stated)	68
39	COc1ccc(NC(=O)CSc2ccc(NC(=O)c3ccco3)nn2)c(OC)c1	65
40	Fc1cccc(NC(=S)NCc2ccc3c(c2)OCO3)c1	55
41	O=S1(=O)CCC(c2ccccc2)C1 (configuration not stated)	60
42	Cc1ccc(S(=O)(=O)NC(=O)Nc2cccc(S(N)(=O)=O)c2)cc1	42
43	COC(=O)c1ccccc1S(=O)c1cccc2cccc(CO)c12 (configuration not stated)	53
44	Cc1cc(C)cc(NC(=O)CC2CCCCN2S(=O)(=O)c2ccc(F)cc2)c1 (configuration not stated)	70
45	Cc1sc(NC(=O)c2ccccc2F)c(CN2CCCCC2C)c1C (configuration not stated)	76
46	Cc1ccc(NC(=O)Nc2c3ccccc3nc(=O)n2CC2CCCO2)cc1 (configuration not stated)	54
47	O=C(O)CCC(=O)N1CCCCCC1	75
48	COc1ccccc1N1CCN(C(=O)Cc2csc(NC(=O)C3CC3)n2)CC1	53
49	Cc1ccc(NC(=O)CSc2nnc3ccc(-c4ccncc4)nn23)cc1	67
50	CC(C)(C)c1csc(Cc2ccc([N+](=O)[O-])cc2)n1	61
51	COc1ccc(CNC(=O)Cc2cc(=O)[nH]c(SCc3cccc(OC)c3)n2)cc1	55
52	O=C1c2cccc3cccc(c23)C(=O)N1CCCN(C(=O)C12CC3CC(CC(C3)C1)C2)c1cccc(F)c1	74
53	COc1ccc(-c2[nH]c3ccccc3c2SCCNC(=O)c2cc3ccccc3oc2=O)cc1	62
54	COc1cccc2sc(N(CCCN(C)C)C(=O)c3sc4ccccc4c3Cl)nc12	92
55	O=C(Cn1nc(-c2ccco2)c2sc(N3CCOCC3)nc2c1=O)N1CCc2ccccc21	69
56	O=C(Nc1ccc2c(=O)c3ccccc3oc2c1)c1ccccc1[N+](=O)[O-]	500
57	COc1ccc(NC(=O)Nc2ccc(N3CCOCC3)cc2)cc1	66
58	Cc1sc(NC(=O)Nc2ccccc2)c(C(N)=O)c1C	67
59	COCCN1CCCc2ccc(NC(=O)c3ccc(Br)o3)cc21	59
60	Cc1ccc(S(=O)(=O)c2nc(-c3ccccc3)oc2Sc2nc3ccccc3[nH]2)cc1	58

New compounds follow.
nr	SMILES	RMI-FANCM inh
61	Cc1nnc(NC(=O)CSc2nnc(CCc3c(C)[nH]c(=O)n(C)c3=O)o2)s1	52
62	CC1CN(c2ncnc3c2cnn3CCNC(=O)c2ccc(F)cc2)CC(C)O1 (configuration not stated)	66
63	Nc1c(C(=O)Nc2ccc(S(N)(=O)=O)cc2)sc2nc(-c3ccccc3)cc(C(F)(F)F)c12	56
64	O=c1[nH]c2ccccc2n2cccc12	57
65	CC(C)CC(NC(=O)Cc1ccsc1)C(=O)N/N=C\c1cccs1 (configuration not stated)	54
66	Oc1ccc(Cl)cc1Cc1cc(Cl)ccc1O	50
67	Cn1c(=O)c2c(nc(NCc3ccccc3)n2CC(=O)N=Nc2c(O)[nH]c3ccccc23)n(C)c1=O	55
68	Cc1ccc(S(=O)(=O)Nc2ccc3c(c2)N(S(=O)(=O)c2ccc(F)cc2)CCC3)s1	59
69	CCn1cccc(-c2nnc(SCC(=O)Nc3nc(C)cs3)n2C)c1=O	61
70	Cc1cc(=O)[nH]c(SCc2ccc(C(=O)Nc3nccs3)cc2)n1	58
71	CCCCc1ccc(S(=O)(=O)c2cnc(SCC(=O)NCc3ccco3)[nH]c2=O)cc1	65
72	Cc1nn(-c2ccccc2)c(N)c1-c1ccccc1	64
73	CC(N)C(=O)NC(Cc1ccccc1)C(=O)O (configuration not stated)	60
74	Cc1cc(C(=O)NNC(=O)CCCCC(=O)NNC(=O)c2cc(C)[nH]n2)n[nH]1	60
75	COC(=O)c1sc2ccccc2c1NC(=O)c1cc(Cl)sc1Cl	30*
76	CCCCC#Cc1cncc(C(=O)Nc2ccc(Cl)cc2)c1	55
77	Cc1cc(C(=O)NNc2cc(C(F)(F)F)ccc2Cl)n(C(C)(C)C)n1	53
78	CC1(C)Cc2cccc(OCc3ccc(C(=O)Nc4nc5ccc([N+](=O)[O-])cc5s4)cc3)c2O1	58
79	CC(=O)c1ccc(NC(=O)CCSc2ccc(F)cc2)cc1	54
80	Cc1ccc(NNC(=O)c2c(C)noc2C)cc1Cl	54
81	O=C1Nc2c(S(=O)O)cc(S(=O)O)c3cccc1c23	52
82	NS(=O)(=O)c1c(Cl)sc(Cl)c1Br	56
83	O=C(Nc1ccc(SCC(=O)N2CCc3ccccc32)nn1)c1cccc(F)c1	79
84	CCn1c(SCC(=O)NCc2ccc(OC)c(OC)c2)nc2c(-c3ccccc3)c[nH]c2c1=O	65
85	CC(C)N1C(=O)SC(Nc2ccc(Br)cc2)C1=O (configuration not stated)	59
86	CC1(C)CC(=O)C2(CNC3=C(C2)C(=O)CC(C)(C)C3)C(=O)C1	56
87	O=C(Nc1cccc(-c2nc3cccnc3s2)c1)Nc1ccccc1Cl	78
88	CC1CS(=O)(=O)CCO1 (configuration not stated)	64
89	CSc1nc(N)nc(CSc2ccc(Cl)cc2)n1	54
90	Cc1c(C(=O)NCCOc2ccc3c(c2)OCO3)cccc1[N+](=O)[O-]	60
91	O=C(c1ccc2ncccc2c1)N1CCOCC1	62
92	COc1ccc2nc(N=Cc3cc([N+](=O)[O-])cc([N+](=O)[O-])c3O)sc2c1	58
93	O=C(NNc1cc(C(F)(F)F)nc2ccccc12)Nc1ccccc1	54
94	COc1cccc(C(=O)COC(=O)c2cccc3c2C(=O)c2ccccc2-3)c1	63
95	Nc1ncnc2c1ncn2C1CCCO1 (configuration not stated)	49
96	O=C(CSc1nnc2ccc3ccccc3n12)Nc1ccc(F)c(Cl)c1	72
97	O=C(Nc1ccc(N2CCCCS2(=O)=O)cc1)c1ccc2c(c1)OCO2	54
98	O=C(Nc1ccc(-c2nc3ccccc3[nH]2)cc1)c1ccco1	63
99	S=C(N/N=C\c1ccncc1)N1CCOCC1	60
100	O=C(CCSc1cccs1)Nc1ccc(Cl)cc1	60&57
101	CCOC(=O)C(C=Nc1nc(-c2ccccc2)c(-c2ccccc2)s1)C(=O)OCC	62
102	CCOC(=O)C1CCN(S(=O)(=O)c2cc3c4c(c2)CCC(=O)N4CCC3)CC1	57
103	COc1ccc(OC)c(NC(=O)CSc2nnc(C)c3cnn(-c4ccccc4OC)c23)c1	60
104	O=S(=O)(NCCN1CCOC(c2ccccc2)C1)c1ccc(F)cc1 (configuration not stated)	70
105	CN(c1ccc2c(c1)OCO2)S(=O)(=O)c1ccsc1-c1nc(-c2ccccc2)no1	67
106	CCc1nnc(NC(=O)c2ccc(S(=O)(=O)N(C)c3ccccc3)cc2)o1	60
107	CC(C)(C)C1CCc2c(sc3nc(CCC(=O)N4CCN(c5ccccn5)CC4)[nH]c(=O)c23)C1 (configuration not stated)	57&61
108	O=C1CC(NNc2ccc([N+](=O)[O-])cc2)C(=O)N1c1ccc(O)cc1 (configuration not stated)	57

Given with the structure last: entries from further up
no.	RMI-FANCM inh	Structure
1	63	Cc1csc(NC(=O)CCn2cnc3c(cnn3C(C)(C)C)c2=O)n1
2	52	C/C(=N\NC(=O)c1ccccc1)C(=O)O
3	60	CCCCS(=O)(=O)N1CCC(c2nnc(C3CC3)s2)CC1
4	78	O=C(Cc1cccs1)Nc1nc2ccc(Cl)cc2s1
5	66	COc1ccc(S(=O)(=O)NCCCn2nc(-c3ccc(F)cc3)ccc2=O)cc1F
6	62	Cc1sc(N=Cc2ccccc2Cl)c(C#N)c1C
7	50	CN(C)C(=O)/C=C/c1ccccc1
8	61	O=S(=O)(NCCOc1ccccc1)c1ccccc1C(F)(F)F
9	63	O=C(CSc1nc(CC(=O)N2CCN(c3ncccn3)CC2)cs1)c1ccccc1
10	50	COCCn1cc(NC(=O)N2CCN(C(C)=O)CC2)c2ccccc21
11	61	Cc1nnc(NC(=O)Cc2c(C)nc(SCc3ccccc3F)[nH]c2=O)s1
12	66	O=C(/C=C/c1ccccc1)c1c(O)cc(O)cc1O
13	87	O=C(CSc1ncnc2sc3c(c12)CCCC3)NC12CC3CC(CC(C3)C1)C2
14	53	Cn1c(=O)c2c(nc3n2CC(c2ccc(Cl)cc2)=NN3CC(=O)OCc2ccccc2)n(C)c1=O
15	57	Cc1ccccc1N1CCN(S(=O)(=O)C[C@]23CCC(CC2NC(=O)[C@@H](N)CCS(C)(=O)=O)C3(C)C)CC1 (some centres not stated)
16	87	O=C(Cc1ccc(F)cc1)N(Cc1cccnc1)c1nc2c(F)cccc2s1

New compounds follow:
nr	SMILES	RMI-FANCM inh
109	CC(C)Oc1ccccc1Oc1ccc(N)cn1	50
110	CCCC(CCC)C(=O)NCCS(=O)(=O)N1CCc2ccccc2C1	57
111	CSc1ccccc1NC(=O)CC1CCCCN1S(=O)(=O)c1ccccc1 (configuration not stated)	69
112	COc1ccc(C(=O)NCC(N)=O)cc1	65
113	CCc1ccc(NC(=O)CSC2=C(C#N)C(c3ccc(C(C)C)cc3)CC(=O)N2)cc1 (configuration not stated)	64
114	COc1ccc2[nH]c(C(=O)N3CCCN(C(=O)c4cccs4)CC3)cc2c1	58
115	Cc1cc(C)c(CSCCNC2=CC(=O)CC(c3ccc(N(C)C)cc3)C2)c(C)c1 (configuration not stated)	122
116	C/C(=N/NC(=O)c1cc(C(C)C)[nH]n1)c1cccc2ccccc12	56
117	CCOC(=O)c1sc(NC(=O)c2ccc(Cl)s2)c(C#N)c1C	62
118	O=C1c2c(O)cc(O)cc2OC(c2ccc(O)c(O)c2)C1O (configuration not stated)	53
119	NC(=O)C1CCN(c2ncnc3c2cnn3-c2ccc(Cl)c(Cl)c2)CC1	58
120	Nc1ccc2c(c1)N(C(=O)c1ccco1)CCC2	64
121	O=C(c1cc(C(F)(F)F)cc(C(F)(F)F)c1)c1ccccc1C(=O)N1CCOCC1	49
122	CCC(=O)Nc1ccc(SCC(=O)N2CCN(c3ccccc3)CC2)nn1	54
123	COc1ccc(C(=O)COC(=O)C2CCN(S(=O)(=O)c3cccc4cccnc34)CC2)cc1	59
124	CCc1ccc(NCN2C(=O)C3=C(CCCC3)C2=O)cc1	59
125	CC1=C(C#N)C(c2ccc(OCc3ccc(Cl)cc3)cc2)C2=C(CCCC2=O)N1 (configuration not stated)	64
126	CC1CN(S(=O)(=O)c2cccc3cnccc23)CCN1 (configuration not stated)	59
127	O=C(Nc1nnc2n1CCCS2)c1ccc(S(=O)(=O)N2CCCC2)cc1	59
128	O=C(NCc1nnnn1C1CCCCC1)c1cccs1	56
129	O=C(Cn1cnc2c(cnn2C2CCS(=O)(=O)C2)c1=O)Nc1ccc(Cl)cc1 (configuration not stated)	63
130	Cc1ccc(N2C(=O)C3N=NN(c4ccc(Br)c(C)c4)C3C2=O)cc1F (configuration not stated)	62
